Screens as filed in PubChem.
Pf growth 48h: P. falciparum growth inhibition at 48 hours (one generation); P. falciparum luciferase growth in erythrocytes, 48 h; Potency, µM (titrated, usually from 28.7 µM), inactives show at the highest dose activity change, negative = inhibition, usual class: inhibitors; 5.9% of 310,000 active; note: potency is the fitted concentration of half-maximal effect; % is set by controls: 0 for no effect and ±100 for the full control effect
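Cell-based growth assay: transgenic P. falciparum expressing firefly luciferase, cultured in red cells within RPMI 1640 containing 0.5% w/v Albumax, 24 mM bicarbonate and gentamycin. A drop in luciferase activity indicates inhibition.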
Tb PYK inh: blocks Trypanosoma brucei pyruvate kinase; TbPYK enzyme, Kinase-Glo Plus ATP luminescence, 45 min; Potency, µM (titrated, usually from 76.8 µM), inactives show at the top dose activity, negative = inhibition, usual class: inhibitors; 0.12% of 410,000 active; note: potency is the fitted concentration of half-maximal effect; % is set by controls: 0 for no effect and ±100 for the full control effect; nearly all actives have a fitted effect of over 50% in size
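Luminescence from Kinase-Glo Plus, added after a 45-minute room-temperature reaction, served as the end-point read-out. The enzyme and substrate were preincubated with compound before ADP (130 uM final) initiated turnover. Concentration-effect curves came from normalized qHTS data.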
Shiga toxin inh: Shiga toxin inhibition; 9.2% of 290,000 active; inhibition, % at 38.7 µM; Vero cells, Shiga toxin protein synthesis inhibition reporter; in the data active = inhibition mostly above about 28%, no sharp cut-off; inactive = mostly below about 43%; note: 0% is about no effect
LmPK inhibitor: blocks Leishmania mexicana pyruvate kinase activity; Q27686; 0.37% of 290,000 active; Potency, µM (highest dose often 57.5 µM), for the others: at the top dose activity change, negative = inhibition, most hits filed as inhibitors; purified LmPK, Kinase-Glo ATP luminescence, 1 h; AID 1721; note: potency is the fitted concentration of half-maximal effect; % is set by controls: 0 for no effect and ±100 for the full control effect
Target sequence (Q27686 whole entry, looked up): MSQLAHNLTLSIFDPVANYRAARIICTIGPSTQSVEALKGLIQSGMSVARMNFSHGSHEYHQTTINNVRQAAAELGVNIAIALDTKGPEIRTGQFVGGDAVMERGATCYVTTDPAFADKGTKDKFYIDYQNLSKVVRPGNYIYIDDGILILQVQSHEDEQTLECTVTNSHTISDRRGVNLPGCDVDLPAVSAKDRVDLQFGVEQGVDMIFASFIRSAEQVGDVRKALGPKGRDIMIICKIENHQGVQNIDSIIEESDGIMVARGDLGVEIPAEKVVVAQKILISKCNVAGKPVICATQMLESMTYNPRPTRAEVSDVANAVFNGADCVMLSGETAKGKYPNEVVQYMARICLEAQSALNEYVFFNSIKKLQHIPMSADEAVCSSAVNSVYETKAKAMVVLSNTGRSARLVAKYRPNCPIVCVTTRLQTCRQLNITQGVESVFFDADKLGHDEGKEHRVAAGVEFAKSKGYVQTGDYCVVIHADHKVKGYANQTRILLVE
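ATP generated from ADP (0.1 mM) and PEP (0.5 mM) by 0.1 nM LmPK over 1 h at room temperature (pH 7.2 imidazole buffer) was detected by coupled luciferase luminescence. Values were normalized to uninhibited and no-enzyme wells.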
Cycloheximide cs: counter-screen hit for Shiga toxin inhibitors, cycloheximide. cell reporter, cycloheximide protein synthesis inhibition counterscreen. max response, %. 12% of 300,000 active. AID 2314; in the data active = max response mostly above about 13%, no sharp cut-off; inactive = mostly below about 14%; note: read at 38.3 µM for the half of the compounds with a filed dose; 0% is about no effect
Pf growth 96h: P. falciparum growth inhibition at 96 hour, primary screen for plastid delayed-death inhibitors; P. falciparum luciferase reporter growth, 96 h; Potency, µM (top dose mostly 28.7 µM), for inactives: at the highest dose activity change, negative = inhibition, most hits filed as inhibitors; 6.9% of 320,000 active; AID 504834; note: potency is the fitted concentration of half-maximal effect; % is set by controls: 0 for no effect and ±100 for the full control effect
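Delayed-death screen, second-generation endpoint: infected erythrocytes, 2% hematocrit, 0.05% parasitemia final; 96 hours at 37 C, 5% CO2; luciferase detection reagent; luminescence decrease equals reduced growth.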
AmpC inh no detg: blocks E. coli AmpC beta-lactamase in detergent-free assay; 0.52% of 330,000 active; Potency, µM (top dose mostly 57.1 µM), for the others: at the top dose activity change, negative = inhibition, actives largely listed as inhibitors; AID 485341; P00811; AmpC nitrocefin hydrolysis, absorbance 480 nm, 0.0001% Triton;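 note: potency is the fitted concentration of half-maximal effect; plate controls were no compound for no effect and no enzyme for full effect; nearly all actives have a fitted effect of over 20% in size; some results filed as inactive show a strong effect at the top dose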
Target sequence (P00811 whole entry, looked up): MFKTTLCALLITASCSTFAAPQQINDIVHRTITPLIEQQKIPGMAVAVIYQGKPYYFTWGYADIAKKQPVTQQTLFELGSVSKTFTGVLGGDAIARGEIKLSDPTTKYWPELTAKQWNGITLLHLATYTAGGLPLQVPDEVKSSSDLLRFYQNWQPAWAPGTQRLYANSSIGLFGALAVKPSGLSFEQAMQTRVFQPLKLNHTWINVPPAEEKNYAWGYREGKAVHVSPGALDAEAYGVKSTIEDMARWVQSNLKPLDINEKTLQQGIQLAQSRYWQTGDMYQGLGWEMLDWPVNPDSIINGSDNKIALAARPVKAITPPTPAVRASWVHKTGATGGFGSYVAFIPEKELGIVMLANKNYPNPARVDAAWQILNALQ
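20 mM phosphate pH 7.0 + 0.01% (detergent screen) or 0.0001% Triton X-100; 5.3 nM AmpC reagent; cpd preinc 15 min RT; nitrocefin (800 uM stock) to start; A480 q20 s × 4 min; Activity was normalised to no-enzyme and no-compound control wells.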
The depositor's hits bear a star; ? = inconclusive; · = not tested or not shown; [ ] = dose if it differs, or a comment. Unless noted, calls come from the whole dose curve; as a rule, active = well fitted curve in the direction sought with a large enough effect; inconclusive = small, poorly fitted or top-dose-only effect, or another doubt; inactive = no such curve, though single readings can be large; an effect the other way counts as inactive or inconclusive.

SMILES | Pf growth 48h | Tb PYK inh | Shiga toxin inh | LmPK inhibitor | Cycloheximide cs | Pf growth 96h | AmpC inh no detg
O=C(NCc1ccccc1CN1CCCC1)C1CCN(S(=O)(=O)c2ccc(F)c(F)c2)CC1 | -36.3% | -8.8% | · | · | · | ? | 1.0%
O=C(O)CN1C(=O)NC2(CCc3ccccc32)C1=O (centres undefined) | 21.8% | -7.7% | -2.1 | 8.0% | 6.8 | 38.5% | 1.9%
CCOC(=O)c1[nH]c(C)c(C(=O)N2CCN(c3ccc(F)cc3)CC2)c1C | ? | 1.1% | -13.7 | 5.5% | -2.3 | -9.2% | 96.8%[activator]
COc1cccc2c(C)cc(N3CCCCCC3)nc12 | ? | -9.1% | -6.0 | -4.8% | -1.5 | ? | 0.1%
COc1cc(OC)c2cc[nH]c2c1 | 1.2% | -9.2% | -1.8 | -2.5% | 1.0 | -5.2% | -26.3%
CCOc1ccc(N(CC(=O)NCCSCc2ccc(C)cc2)S(C)(=O)=O)cc1 | -13.6% | -2.2% | -10.5 | 0.7% | 2.1 | -20.3% | 115.0%[activator]
Cc1cnc(C)c(N2CCN(Cc3nc(-c4cccc(F)c4F)oc3C)CC2)n1 | ? | -2.5% | 8.0 | 4.4% | -2.8 | ? | 215.9%[activator]
O=C(COc1ccccc1)N1CCN(c2ccc([N+](=O)[O-])c(N3CCCCC3)c2)CC1 | ? | -0.2% | 91.4 | 3.4% | -3.4 | ? | -19.2%
COc1cccc(/C=N/NC(=O)C(C)n2nnc3ccccc32)c1 (centres undefined) | 14.3% | ? | 22.5 | -1.3% | 25.0* | 3.1% | -23.8%
CCC/S(C)=N/S(=O)(=O)c1ccc(C)cc1 (centres undefined) | -0.1% | -7.1% | -10.2 | -0.2% | -2.4 | -7.3% | -17.2%
CCOC(=O)c1oc2ccccc2c1COC(=O)CNC(=O)c1ccccc1OC | ? | -7.1% | · | · | · | 16.1% | -16.9%
C=Cc1ccc(CSc2cc(C)nc3nc(C)nn23)cc1 | -16.9% | 4.8% | -7.4 | 5.6% | 12.2 | ? | 68.7%[activator]
S=C(NCc1cccnc1)Nc1ccc(Cl)c(Cl)c1 | -30.7% | -6.3% | 4.9 | 2.0% | 2.8 | ? | -18.0%
COc1ccc(CCNC(=O)c2cn3ccc(C)cc3n2)cc1OC | -0.8% | -0.9% | 49.9 | -15.3% | 19.6 | ? | -9.9%
COc1ccc(NC(=O)CCSCCC(=O)Nc2ccc(OC)cc2OC)c(OC)c1 | -10.9% | 0.6% | -3.0 | 4.9% | -1.1 | ? | -17.1%
CCOC(=O)c1ccc(NC(=O)C2CCCN(S(=O)(=O)c3ccc(F)cc3)C2)cc1 (centres undefined) | · | -2.3% | -15.7 | 7.7% | -2.9 | 8.28µM* | -4.1%
O=C(CC1SCCNC1=O)Nc1ccc(Cl)c(Cl)c1 (centres undefined) | 10.9% | -0.3% | 56.6 | -1.9% | 17.5 | 14.4% | -22.1%
CCC(C)(C)NC(=O)C(c1ccc(C)o1)N(Cc1cccs1)C(=O)Cn1nnc2ccccc21 (centres undefined) | 17.0% | 0.4% | -3.9 | 5.6% | 10.9 | -12.5% | -22.9%
CCCn1c(N)c(N(CCOC)C(=O)c2ccc([N+](=O)[O-])cc2Cl)c(=O)[nH]c1=O | 1.4% | -1.3% | 15.5 | 0.8% | 1.6 | ? | -4.7%
C=CCNc1nc(N)c(C(=O)c2ccc3c(c2)OCO3)s1 | 29.1% | 1.6% | 86.7* | 4.4% | 25.7* | -10.3% | -29.3%

Of the compounds above, 2 contain a furan ring, fused or not.
SMILES | Pf growth 48h | Tb PYK inh | Shiga toxin inh | LmPK inhibitor | Cycloheximide cs | Pf growth 96h | AmpC inh no detg
CCOC(=O)c1oc2ccccc2c1COC(=O)CNC(=O)c1ccccc1OC | ? | -7.1% | · | · | · | 16.1% | -16.9%
CCC(C)(C)NC(=O)C(c1ccc(C)o1)N(Cc1cccs1)C(=O)Cn1nnc2ccccc21 (centres undefined) | 17.0% | 0.4% | -3.9 | 5.6% | 10.9 | -12.5% | -22.9%

Filtered by structure, those above containing a Cl atom (three)
SMILES | Pf growth 48h | Tb PYK inh | Shiga toxin inh | LmPK inhibitor | Cycloheximide cs | Pf growth 96h | AmpC inh no detg
S=C(NCc1cccnc1)Nc1ccc(Cl)c(Cl)c1 | -30.7% | -6.3% | 4.9 | 2.0% | 2.8 | ? | -18.0%
O=C(CC1SCCNC1=O)Nc1ccc(Cl)c(Cl)c1 (centres undefined) | 10.9% | -0.3% | 56.6 | -1.9% | 17.5 | 14.4% | -22.1%
CCCn1c(N)c(N(CCOC)C(=O)c2ccc([N+](=O)[O-])cc2Cl)c(=O)[nH]c1=O | 1.4% | -1.3% | 15.5 | 0.8% | 1.6 | ? | -4.7%

Laid out differently: results already given.
The line under a structure holds: Pf growth 48h	Tb PYK inh	Shiga toxin inh	LmPK inhibitor	Cycloheximide cs	Pf growth 96h	AmpC inh no detg
COc1ccc(NC(=O)CCSCCC(=O)Nc2ccc(OC)cc2OC)c(OC)c1
→ -10.9%	0.6%	-3.0	4.9%	-1.1	?	-17.1%
COc1cc(OC)c2cc[nH]c2c1
→ 1.2%	-9.2%	-1.8	-2.5%	1.0	-5.2%	-26.3%

(list continues)
SMILES | Pf growth 48h | Tb PYK inh | Shiga toxin inh | LmPK inhibitor | Cycloheximide cs | Pf growth 96h | AmpC inh no detg
COC(=O)c1ccc(Nc2nc3ccc(C)cc3n3cnnc23)cc1 | 99.9%[activator] | -3.3% | 50.9 | 1.6% | 17.0 | -11.3% | 0.1%
CCOCc1nnc(NC(=O)C2CC(=O)N(CCc3ccc(F)cc3)C2)s1 (centres undefined) | 11.9% | -22.6% | -6.9 | -6.8% | -3.4 | -7.4% | -10.4%
COc1ccccc1CNC(=O)CNC(=O)[C@@H]1Cc2ccccc2CN1 | ? | 1.5% | -3.2 | 5.4% | -3.3 | ? | -16.4%
CCc1nc(C)cn1S(=O)(=O)c1cc(OC)c(C)cc1C | 10.7% | 0.0% | -7.9 | 0.1% | -1.6 | -8.4% | 0.6%
COc1ccc(OC)c(S(=O)(=O)N2CCC(C(=O)N(C)Cc3ccccc3)CC2)c1 | ? | 1.7% | -14.4 | 1.6% | 6.5 | -27.8% | 96.0%[activator]
Cc1ccc(C(=O)NCC(=O)OC(C)C(=O)NCCC2=CCCCC2)cc1C (centres undefined) | 9.9% | -10.0% | -2.4 | 2.2% | 1.2 | 20.7% | 70.1%[activator]
CCCc1cc(C(=O)Nc2cccnc2Cl)no1 | · | 0.2% | 59.1* | -6.6% | 55.2* | 11.7µM* | -0.8%
NC(=O)c1ccccc1NC(=O)c1ccccc1S(=O)(=O)c1ccccc1[N+](=O)[O-] | 15.8% | 2.0% | 1.3 | 2.1% | -3.0 | ? | -27.2%
CCCNC(=O)NC(=O)COC(=O)c1ccc(OC)c(S(=O)(=O)N2CCCc3ccccc32)c1 | · | -1.9% | 14.5 | 12.4% | 7.9 | 21.0% | 9.4%
COc1ccc(OC)c(NC(=S)Nc2ccccc2)c1 | 0.0% | -2.3% | 68.6 | 1.6% | 1.5 | -6.6% | -22.8%
COCCOC(=O)C1=C(N)Oc2c(c(=O)oc3ccccc23)C1c1ccncc1 (centres undefined) | 10.1% | 11.6% | 1.6 | -1.8% | -1.6 | ? | -18.8%
COc1cc(C2C(C(=O)C(C)(C)C)=C(O)C(=O)N2Cc2ccccc2)ccc1O (centres undefined) | 5.5% | -1.1% | -2.8 | -2.9% | -2.3 | 9.0% | -28.0%
COc1ccccc1CNS(=O)(=O)c1ccc2c(c1)oc(=O)n2C | · | 1.3% | -15.3 | 2.0% | -8.9 | 33.7%[activator] | -9.1%
COc1cccc(NC(=O)CN2CCN(S(=O)(=O)c3ccc(F)cc3)CC2)c1 | 7.8% | -0.6% | -16.6 | 4.0% | -2.0 | · | 6.9%
Cc1ccccc1NC(=O)COC(=O)c1ccc(CSc2ccc(Cl)cc2)cc1 | 10.6% | 4.3% | -1.7 | 1.5% | 2.4 | 44.6%[activator] | -15.6%
Cc1ccc(S(=O)(=O)N2CCOCC2)cc1C(=O)OCC(=O)c1ccc[nH]1 | ? | 2.8% | · | · | · | ? | -18.5%
Oc1ccc(Br)cc1-c1cc(-c2ccccc2F)[nH]n1 | 9.28µM* | -6.0% | 77.1* | -1.0% | 64.4* | 4.7%[5.75 µM] | -29.1%
CC1CCCC(C)N1C(=O)c1ccc(S(=O)(=O)N2CCCC2)cc1 (centres undefined) | ? | 11.2% | · | · | · | -1.3% | -6.6%
CC1CN(C(=O)Nc2ccc3snnc3c2)c2ccccc21 (centres undefined) | 20.1% | -9.4% | 36.4* | 6.0% | 26.7* | 8.9% | ?
CCC1CCCCN1CCCNC(=O)Cn1nc(C)n2nc(-c3ccccc3)cc2c1=O (centres undefined) | -3.2% | -13.1% | -2.3 | 3.1% | 0.4 | 11.6% | 3.5%
O=C(CCNC(=O)c1ccccc1)NCC1CCCCC1 | 13.5% | 2.9% | 22.2 | 1.0% | 8.0 | 0.0% | -15.4%
COc1ccc(Cl)cc1Nc1nc(C)nc2c1oc1ccccc12 | ? | -8.0% | 2.4 | -0.5% | -5.6 | ? | -9.9%
Cc1ccc2c(c1)C(c1ccc([N+](=O)[O-])cc1)=NNC(c1ccc(Br)cc1)=N2 | -10.3% | 14.1% | 15.1 | 3.5% | 5.5 | ? | -21.4%
O=C(NCc1cccnc1)/C(=C\c1ccc(-c2ccc(Br)cc2)o1)S(=O)(=O)c1ccccc1 | ? | -0.8% | -14.5 | 2.7% | -12.4 | ? | -3.9%
O=C(CCCn1c(=S)[nH]c2cc3c(cc2c1=O)OCO3)NCCc1ccccc1Cl | -26.2% | 0.3% | -2.2 | 2.1% | 0.4 | 3.7% | -37.6%
COc1ccccc1C(=O)NCCNc1nc2cc(C)cc(C)c2cc1C#N | ? | -12.3% | 6.8 | 1.8% | 3.8 | ? | 79.3%[activator]
O=C(Nc1ccccc1)OC1C2CCC1C(N1CCCCC1)CC2 (centres undefined) | -10.8% | 0.7% | 35.1 | -5.3% | 12.1 | -20.0% | -7.6%
O=C(NCc1ccco1)c1ccc(Cl)nc1 | ? | 12.3% | -15.0 | 1.5% | -2.2 | -3.9% | -31.0%
CC(C)CCn1c(CN2CCN(c3cccc(Cl)c3)CC2)nc2c1c(=O)n(C)c(=O)n2C | ? | 0.6% | -4.3 | 5.6% | -4.2 | 0.0% | 13.6%
COc1cc(C)c(Cl)cc1S(=O)(=O)NCc1ccco1 | -2.1% | -10.3% | 28.1 | 0.9% | -3.3 | -7.1% | 11.5%
COc1ccc(C(=O)NCC(=O)N2CC=C(c3ccccc3)CC2)cc1OC | ? | 6.8% | · | · | · | -27.7% | 21.8%
CCn1c(NCc2cccc(OC)c2OC)nc2ccccc21 | ? | 1.2% | 26.4* | 7.0% | 12.7 | -20.3% | -9.0%
O=C(NC1CC1)C1=C[C@H](C2CCCCC2)C[C@H](OCCCCO)O1 | -29.6% | 0.1% | 14.4 | 1.8% | -7.5 | 30.6%[activator] | 123.3%[activator]
CCOC(=O)N/N=C/c1cn(Cc2ccc(F)cc2)c2ccccc12 | ? | 0.2% | 20.3 | -4.6% | -0.8 | ? | -24.2%
